MT1-MMP txn act: MT1-MMP promoter transcription activation. activation factor at 10 µM. hit rate 0.16% among 86,000. AID 750. HT1080 MT1-MMP promoter luciferase reporter, luminescence, overnight; active compounds read high;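 active = activation factor of at least 2 for MT1-MMP transcription at 10 µM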
Mac1 fbg enh: enhancers of human CD11b/CD18 binding to fibrinogen; K562 CD11b/CD18 adhesion to fibrinogen, ATPlite luminescence; activation, % at 10 µM; P05107+P11215; hit rate 0.07% among 93,000;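 active = 10 µM primary screen giving 50% or more activity, confirmed by 40% or more on retest at that dose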; note: strong numbers were not always called active; reference of the scale not given here
Target sequence (P05107 whole entry, looked up, other chains not shown): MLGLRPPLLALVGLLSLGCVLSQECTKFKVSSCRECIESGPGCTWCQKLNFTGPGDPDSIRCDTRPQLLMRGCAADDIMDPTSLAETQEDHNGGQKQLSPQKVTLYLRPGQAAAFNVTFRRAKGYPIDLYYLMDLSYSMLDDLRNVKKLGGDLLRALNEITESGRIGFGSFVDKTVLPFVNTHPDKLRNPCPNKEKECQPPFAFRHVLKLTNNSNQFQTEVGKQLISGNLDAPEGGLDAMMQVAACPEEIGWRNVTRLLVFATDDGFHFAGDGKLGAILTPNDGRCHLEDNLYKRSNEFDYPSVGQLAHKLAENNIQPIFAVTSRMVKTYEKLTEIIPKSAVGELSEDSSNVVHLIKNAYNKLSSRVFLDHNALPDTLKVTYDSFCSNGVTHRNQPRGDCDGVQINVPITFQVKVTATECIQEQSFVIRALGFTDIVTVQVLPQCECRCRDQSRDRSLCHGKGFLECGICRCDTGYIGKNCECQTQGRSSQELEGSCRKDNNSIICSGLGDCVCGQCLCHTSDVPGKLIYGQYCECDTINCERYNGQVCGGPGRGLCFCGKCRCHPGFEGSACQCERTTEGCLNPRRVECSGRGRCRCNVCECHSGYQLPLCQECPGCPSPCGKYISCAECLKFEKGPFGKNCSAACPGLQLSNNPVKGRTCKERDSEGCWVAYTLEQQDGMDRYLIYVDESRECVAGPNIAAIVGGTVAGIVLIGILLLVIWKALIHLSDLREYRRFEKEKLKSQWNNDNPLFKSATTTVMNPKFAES
Smad3 inh: blocks human Smad3 binding to FoxH1 peptide. P84022. TR-FRET Smad3/Dy647-FoxH1 peptide binding, europium anti-His. inhibition, % at 25 µM. hit rate 0.29% among 88,000. AID 630;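 active = compounds that reduce the energy-transfer binding signal between the protein and its labelled peptide by more than half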;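 note: 0% = Smad3 plus labelled peptide maximal FRET and 100% = peptide-only background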
CD11b adhes inh: inhibitors of human CD11b/CD18 binding to fibrinogen. hit rate 0.54% among 93,000. AID 1497. inhibition, % at 10 µM. P05107+P11215. K562 CD11b/CD18 adhesion to fibrinogen, ATPlite luminescence; Mn2+ added to activate the integrin;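 active = primary inhibition of 50% or more at 10 µM, then 40% or more on retest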; note: some results filed as inactive read as strong as hits
sEH activator: soluble epoxide hydrolase (human) activation; hit rate 0.04% among 91,000; activation, % at 2 µM; purified human sEH enzymatic activity, activator screen; P34913; AID 717; in the data active = activation above about 37%; note: values of inactives mirror those of a sister screen read the other way
ERa SRC1 pot: enhances coactivator binding to human estrogen receptor alpha. P03372. TR-FRET ERalpha-LBD/SRC-Cy5 coactivator binding, 2 h; 100 = basal binding, no effect. coactivator binding (% of control), % at 25.6 µM. hit rate 1.3% among 86,000; in the data active = activity above about 200%;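 note: binding measured in presence of low estradiol as agonist stimulus; 0% = peptide alone without receptor and 100% = receptor with peptide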
ERb coact inh: blocks coactivator binding to human estrogen receptor beta. hit rate 1.3% among 86,000. Q92731. inhibition, % at 25.6 µM. TR-FRET ER-beta LBD / SRC1-Cy5 peptide binding; receptor agonist-loaded with 1 µM estradiol;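 active = compounds whose percent inhibition of the receptor-coactivator binding signal exceeds about 50% in the single-dose screen, limit read from the data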;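 note: 0% = receptor plus peptide wells without compound and 100% = peptide-only wells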
sEH inhibitor: soluble epoxide hydrolase (human) inhibition; P34913; recombinant human sEH enzymatic activity assay; inhibition, % at 2 µM; hit rate 0.34% among 91,000; AID 707; in the data active = inhibition above about 80%; note: values of inactives mirror those of a sister screen read the other way; many of its hits are not listed in these tables
Calb biofilm kill: kills Candida albicans biofilms. C. albicans biofilm + clotrimazole, Alamar Blue. inhibition, % at 6 µM. hit rate 0.14% among 85,000. AID 834;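 active = inhibition above 20%; inactive = inhibition below 20%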;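 note: preformed 24 hr biofilms exposed to compound for 48 hr; 0% = biofilm without compound and 100% = blank killed by clotrimazole plus chlorhexidine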
Active calls of the source: *; nt = no result given; [ ] = dose if it differs, or a comment. These rows are one share of the data; count on the stated rates, not on these rows.

The opening 2 compounds (preview)
SMILES	MT1-MMP txn act	Mac1 fbg enh	Smad3 inh	CD11b adhes inh	sEH activator	ERa SRC1 pot	ERb coact inh	sEH inhibitor	Calb biofilm kill
Cc1cc2c(c(=O)n1Cc1cccnc1)C(c1cccs1)C(C#N)=C(N)O2 (stereo unspecified)	1.1	2	-1	-64	15	99	-1	-13	5
O=C(c1sc2ccccc2c1Cl)N(Cc1ccco1)C1CCS(=O)(=O)C1 (stereo unspecified)	1.1	-3	0	-22	-6	109[fluorescence artefact?]	-9	4	6

Main list (from the top)
SMILES	MT1-MMP txn act	Mac1 fbg enh	Smad3 inh	CD11b adhes inh	sEH activator	ERa SRC1 pot	ERb coact inh	sEH inhibitor	Calb biofilm kill
Cc1cc2c(c(=O)n1Cc1cccnc1)C(c1cccs1)C(C#N)=C(N)O2 (stereo unspecified)	1.1	2	-1	-64	15	99	-1	-13	5
O=C(c1sc2ccccc2c1Cl)N(Cc1ccco1)C1CCS(=O)(=O)C1 (stereo unspecified)	1.1	-3	0	-22	-6	109[fluorescence artefact?]	-9	4	6
O=C(Nc1ncc(Cc2cccc(Cl)c2)s1)C1CCCO1 (stereo unspecified)	1.9	-2	-8	-6	4	99	-7	0	7
COc1ccccc1S(=O)(=O)Cc1ccc(C(=O)NCc2cccs2)o1	1.1	-5	-4	9	-6	101	6	8	-3
O=C(CN(C1CC1)S(=O)(=O)c1ccc(S(=O)(=O)N2CCCCCC2)cc1)Nc1ccccc1	1.1	-1	14	0	-18	109	-19	19	2
C/C(=N\O)C(=O)NCCCNCCCN(C)C	1.2	2	-4	-1	9	114	-8	-11	0
Cc1ccc(Cn2nnnc2CN2CCC(O)(c3ccc(F)cc3)CC2)cc1	1.1	-1	7[fluorescence artefact?]	-10	-9	110	0[fluorescence artefact?]	8	4
Fc1ccccc1NC(=S)NNc1ncc(C(F)(F)F)cc1Cl	nt	-11	nt	81*	8	nt	nt	-7	nt
CCn1c(CNc2ccc(Cl)cc2)nnc1SCc1ccc(Cl)cc1	1.2	nt	2	nt	14	98	-9	-11	-5
CCOC(=O)c1ccc(CNC(=O)Cn2nnc(-c3ccc(C)cc3)n2)o1	1	-1	2	-6	-7	110	-11[fluorescence artefact?]	6	9

A section of the results above:
SMILES	MT1-MMP txn act	Mac1 fbg enh	Smad3 inh	CD11b adhes inh	sEH activator	ERa SRC1 pot	ERb coact inh	sEH inhibitor	Calb biofilm kill
O=C(CN(C1CC1)S(=O)(=O)c1ccc(S(=O)(=O)N2CCCCCC2)cc1)Nc1ccccc1	1.1	-1	14	0	-18	109	-19	19	2
C/C(=N\O)C(=O)NCCCNCCCN(C)C	1.2	2	-4	-1	9	114	-8	-11	0
Cc1ccc(Cn2nnnc2CN2CCC(O)(c3ccc(F)cc3)CC2)cc1	1.1	-1	7[fluorescence artefact?]	-10	-9	110	0[fluorescence artefact?]	8	4
Fc1ccccc1NC(=S)NNc1ncc(C(F)(F)F)cc1Cl	nt	-11	nt	81*	8	nt	nt	-7	nt
CCn1c(CNc2ccc(Cl)cc2)nnc1SCc1ccc(Cl)cc1	1.2	nt	2	nt	14	98	-9	-11	-5
CCOC(=O)c1ccc(CNC(=O)Cn2nnc(-c3ccc(C)cc3)n2)o1	1	-1	2	-6	-7	110	-11[fluorescence artefact?]	6	9

More compounds.
SMILES	MT1-MMP txn act	Mac1 fbg enh	Smad3 inh	CD11b adhes inh	sEH activator	ERa SRC1 pot	ERb coact inh	sEH inhibitor	Calb biofilm kill
Nn1c(COc2ccccc2)nnc1SCc1cc(=O)[nH]c2ccccc12	1	-1	-1	15	17	95	12[fluorescence artefact?]	-16	7
COc1nc(N(C)C)nc(N(OC)S(=O)(=O)c2ccccc2Cl)n1	1	-3	-8	0	nt	108	3	nt	3
Cc1cc(C)c(S(=O)(=O)N(C)CC(=O)N2CCCCC2)c(C)c1	1.2	0	6	-4	-12	110	3	16	1
COc1ccc(-n2c(CNc3ccc(C)cc3)nnc2SCC(=O)Nc2nc(-c3ccccc3)cs2)cc1	nt	1	nt	10	1	nt	nt	-1	nt
CC1CCCCC1NCC(=O)Nc1ccccc1-c1ccccc1 (stereo unspecified)	1	nt	10[fluorescence artefact?]	nt	4	108	-4	-4	7
CCOC(=O)CSc1nc2c(c(=O)[nH]c(=O)n2C)n1CCCc1ccccc1	1.3	0	37[fluorescence artefact?]	11	19	100	0	-22	9
Cc1cc(=O)[nH]c(SCC(=O)Nc2ccc(C(=O)O)cc2)n1	1.3	-3	-9	2	-9	94	-5	12	2
COC(=O)c1ccc2c(=O)n(CC3CCCO3)c(SCC(=O)Nc3ccccc3Cl)nc2c1 (stereo unspecified)	nt	-2	-3	-35	-11	81	15	13	3
CCCCOc1ccc(-c2nnn(CC(=O)NCCc3c[nH]c4ccccc34)n2)cc1	nt	6	nt	-2	-11	nt	nt	12	nt
CCOc1ccc(C(=O)Nc2ccc(N3CCCC3)cc2)cc1	1	103	nt	-6	0	nt	nt	3	nt
Cc1ccc(C(=O)CSc2nnc(COc3ccc(C#N)cc3)n2-c2ccccc2)cc1	nt	nt	-11	nt	-6	92	25	5	6
Cc1ccc(N=Cc2nc(-c3ccco3)oc2O)cc1	1.5	-8	0	-7	16	137[fluorescence artefact?]	-15[fluorescence artefact?]	-18	5
O=C1CCCc2nc3nc4ccccc4n3cc21	1.1	-9	-3	3	-12	90	14[fluorescence artefact?]	13	6
O=C(COc1ccc2oc(-c3ccccc3)cc(=O)c2c1)NCc1ccco1	1.1	-7	17	-23	nt	104	26	nt	7
CCOC(=O)C1CCCN(CCC(=O)Nc2ccccc2)C1 (stereo unspecified)	nt	0	-2	-4	11	103	-6	-9	7
COc1ccc(NC(=O)C2CCCN(c3c4c(nc5ncnn35)CCC4)C2)cc1OC (stereo unspecified)	1.1	3	9	-9	-13	106	2	12	7
COc1ccccc1N(CN1CCCC1=O)C(=O)c1c(F)cccc1Cl	1.1	0	-4	4	2	99	-21	1	6
COc1cccc(C2CC(c3ccc(C)cc3)n3nc(N)nc3N2)c1 (stereo unspecified)	1	5	7	-54	nt	105	-6	nt	12
CCN1CCN(C(=O)CSCc2nc(-c3ccc(OC)c(OC)c3)oc2C)CC1	1.1	3	-11	-2	3	99	-1[fluorescence artefact?]	-1	-1
Cc1ccc(Cl)cc1N1CCN(C(=O)CCC(=O)O)CC1	1	4	-11	2	nt	109	-12	nt	3
Cc1ccc(-c2csc3nnc(SCC(=O)Nc4nsc(-c5ccccc5)n4)n23)cc1	1.2	3	-123[fluorescence artefact?]	1	6	137[fluorescence artefact?]	14	-8	9
Cc1ccc(C(=O)N2CCC(C(N)=O)CC2)cc1C	1.1	-4	16	nt	5	108	-5	-6	-2
COC(=O)Cn1cnc2sc(C)c(S(=O)(=O)N3CCC(C)CC3)c2c1=O	0.9	-1	-3	-57	-4	116	-3	7	4
CCCCC(=O)Nc1sc(C(=O)N(CC)CC)c(C)c1C(=O)OC	1.1	nt	0	nt	6	81	1	-6	-2
COCCNC(=O)C(c1ccco1)N(Cc1ccc(OC)cc1)C(=O)Cn1nnc2ccccc21 (stereo unspecified)	1.1	-2	4	4	nt	125	0[fluorescence artefact?]	nt	2
COc1ccc(Cl)cc1NC(=O)CCN1CCN(c2ccccc2C)CC1	1	-6	nt	-14	14	nt	nt	-14	nt
Cc1cc(C)n(CC(O)COc2ccccc2C(=O)Nc2ccccc2)n1 (stereo unspecified)	1.1	2	-5	0	2	140	-5	-4	6
CC1CCN(C(=O)Cn2cc(C(=O)C3CC3)c3ccccc32)CC1	1	nt	6	nt	10	110	-11	-5	8
CC(=O)c1c(C)n(-c2ccccc2)c2ccc(OCC(O)CN3CCOCC3)cc12 (stereo unspecified)	1.1	0	0	-7	9	89	-3	-11	1
CCC1Oc2ccccc2N(CC(=O)NCCCN2CCCCC2CC)C1=O (stereo unspecified)	1.2	-4	-8	-2	nt	113[fluorescence artefact?]	-2	nt	1

Reprinted from the part before: four compounds; new compounds follow.
SMILES	MT1-MMP txn act	Mac1 fbg enh	Smad3 inh	CD11b adhes inh	sEH activator	ERa SRC1 pot	ERb coact inh	sEH inhibitor	Calb biofilm kill
Cc1cc(C)n(CC(O)COc2ccccc2C(=O)Nc2ccccc2)n1 (stereo unspecified)	1.1	2	-5	0	2	140	-5	-4	6
CC1CCN(C(=O)Cn2cc(C(=O)C3CC3)c3ccccc32)CC1	1	nt	6	nt	10	110	-11	-5	8
CC(=O)c1c(C)n(-c2ccccc2)c2ccc(OCC(O)CN3CCOCC3)cc12 (stereo unspecified)	1.1	0	0	-7	9	89	-3	-11	1
CCC1Oc2ccccc2N(CC(=O)NCCCN2CCCCC2CC)C1=O (stereo unspecified)	1.2	-4	-8	-2	nt	113[fluorescence artefact?]	-2	nt	1
COc1cc2c(cc1OC)-c1cc(OCCN3CCOCC3)nc(=O)n1CC2	1	-3	10	-1	5	94	-30	-8	5
CCCNC1=C(C)C(=O)CC1	1.1	2	-4	-2	nt	118	-8	nt	-2
Cn1c(=O)c2c(nc(N3CCc4ccccc4C3)n2Cc2ccccc2F)n(C)c1=O	1.2	nt	0	nt	9	114	-6	-8	4
Cc1ccccc1NC(=O)CCN1C(=O)CSC1=O	1.3	nt	-6	nt	3	115	-4	2	nt
C=CCOc1ccc(CNn2nnnc2N)cc1	1	0	10	10	22	104	-17	-23	-3
O=C(Nc1nc2c(Cl)cccc2s1)c1ccc(Br)o1	1.2	1	-7[fluorescence artefact?]	-6	0	535*[fluorescence artefact?]	-8[fluorescence artefact?]	-2	0
COc1ccc(OC)c(C(=O)CSc2nnc(-c3cccs3)n2C)c1	1.1	-1	-1	-14	-5	93	-20	7	8
CC1CCN(C(=O)Cn2cc3c(n2)CCCC3)CC1	1.2	2	17	5	4	96	-11	-4	7
CC1=C(C#N)C(Nc2cccc(C)n2)(C(F)(F)F)C(=O)N1 (stereo unspecified)	1.2	-2	-2	10	6	103	-15	-7	1
O=C(COc1ccccc1)NCCSCc1ccco1	1.1	-4	-7	-36	-11	103	10	10	9
Cc1ccc(C)c(N(C(=O)CCC(=O)Nc2cc(C)on2)C(C(=O)NC2CCCC2)c2ccco2)c1 (stereo unspecified)	1.2	-3	7	-6	20	100	-12	-18	-2
O=C(CSc1nccc2ccccc12)N1CCN(Cc2ccc3c(c2)OCO3)CC1	1.1	nt	6	nt	nt	89	-2	nt	10

Source: PubChem (several laboratories)
